# Screening results: PubChem, several laboratories
# Rac1 mut GTP: alters GTP binding to activated mutant human Rac1; percent activity (GTP binding), % at 10 µM; GST-Rac1 activated beads, fluorescent GTP binding, flow cytometry; actives lie on both sides; 100% means binding = to untreated wells; 190,000 tested, 0.11% active; AID 764;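 active = GTP binding at least 20 percentage points away from the 100% baseline, in either direction, so actives lie on both sides; inconclusive = Compound likely fluorescent itself, or too few beads counted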
# Mcl1 Noxa PPI: Mcl-1/Noxa interaction inhibition; TR-FRET Mcl-1/Noxa peptide binding, 2 h; inhibition, % at 21.7 µM; 220,000 tested, 1.5% active; AID 1022;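 active = compounds that cut the protein-peptide binding signal by more than 50% relative to plate controls in a single-dose test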;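 note: His-tagged Mcl-1 with rhodamine Noxa BH3 peptide and terbium anti-His antibody; 0% = Mcl-1 plus Noxa peptide wells and 100% = peptide-only wells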
# Target sequence (Q07820 whole entry, looked up): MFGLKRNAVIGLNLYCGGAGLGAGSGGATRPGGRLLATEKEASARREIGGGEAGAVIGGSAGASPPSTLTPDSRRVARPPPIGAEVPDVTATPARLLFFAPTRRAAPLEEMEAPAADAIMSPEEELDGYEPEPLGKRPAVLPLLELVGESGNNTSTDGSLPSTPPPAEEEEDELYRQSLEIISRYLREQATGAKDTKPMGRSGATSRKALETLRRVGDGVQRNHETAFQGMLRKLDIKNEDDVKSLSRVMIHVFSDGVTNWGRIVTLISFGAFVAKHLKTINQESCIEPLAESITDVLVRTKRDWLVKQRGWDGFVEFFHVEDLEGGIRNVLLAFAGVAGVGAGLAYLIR
# HRas wt GTP bind: changes GTP binding to wildtype human HRas. GTP binding activity, % at 10 µM. 190,000 tested, 0.14% active. GST-Ras wt beads, Bodipy-FL-GTP binding, flow cytometry; actives lie on both sides. AID 759;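 active = GTP binding activity at least 20% away from the 100% baseline, either lowered as inhibitor or raised as activator; inconclusive = flagged as likely green fluorescent, judged across all proteins in the well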;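 note: 0% = unlabeled GTP competition control and 100% = no-compound control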
# Target sequence (P01112 whole entry, looked up): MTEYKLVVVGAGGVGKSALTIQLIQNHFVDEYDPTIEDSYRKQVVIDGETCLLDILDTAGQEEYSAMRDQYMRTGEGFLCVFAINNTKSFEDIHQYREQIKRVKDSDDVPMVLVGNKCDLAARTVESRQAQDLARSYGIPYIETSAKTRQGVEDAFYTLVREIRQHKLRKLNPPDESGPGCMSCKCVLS
# Cdc42 wt GTP: modulators (inhibitors or activators) of GTP binding to human Cdc42 wildtype; P60953; GST-Cdc42 beads, Bodipy-GTP binding, flow cytometry; actives lie on both sides; percent activity (GTP binding), % at 10 µM; 190,000 tested, 0.2% active; AID 761;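 active = percent activity GTP binding at least 20 points away from the 100% baseline, either down as inhibitor or up as activator; inconclusive = compound flagged as likely green fluorescent from well-wide comparison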;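 note: median bead fluorescence of bound Bodipy-FL-GTP at 100 nM; 0% = excess unlabeled GTP control and 100% = no compound control; below 100% means less GTP binding so inhibitor and above means activator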
# Rab7 wt GTP bind: dog Rab7 wildtype GTP binding, inhibitors and activators; 190,000 tested, 0.055% active; GST-Rab7 beads, fluorescent GTP binding, flow cytometry; actives lie on both sides; untreated = 100%, excess cold GTP = 0%; GTP binding activity (percent of control), % at 10 µM; AID 758;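 active = fluorescent GTP binding to Rab7 beads changed by at least 20 points from the 100% baseline, either direction, mostly lower; inconclusive = compound itself probably fluorescent, or too few beads counted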;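 note: median green fluorescence of bound Bodipy-FL-GTP per Rab7 bead population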
# Mcl-1 Bim block: inhibitors of Bim-Mcl-1 interaction, human; inhibition, % at 10 µM; 190,000 tested, 0.1% active; Bead-based flow cytometry, Bim peptide-Mcl-1 binding; Q07820; AID 1009; in the data active = inhibition above about 40%;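 note: 0% = no compound tracer wells and 100% = peptide blocker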
# Rac1 wt GTP bind: modulators of human Rac1 wildtype GTP binding; GST-Rac1 beads, fluorescent GTP binding, flow cytometry; actives lie on both sides; 0 = cold GTP competed, 100 = untreated; AID 757; 190,000 tested, 0.27% active; P63000; GTP binding activity (% of control), % at 10 µM;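 active = GTP binding activity at least 20 points away from the 100% control level, either lower or higher; inconclusive = compound flagged as likely green fluorescent, judged across all proteins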
# Pf gamet viab: inhibitors of late stage P. falciparum gametocyte viability | P. falciparum stage V gametocytes, ATP luminescence, 24 h | inhibition, % at 10.9 µM | 150,000 tested, 0.065% active | AID 743093;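 active = inhibition above the mean plus 3 SD of compounds within the control limits, set per campaign, cut at about 38% in these data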;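 note: 0% = DMSO wells and 100% = medium only without gametocytes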
# Rab2 wt GTP: changes GTP binding to wildtype dog Rab2A, up or down. GST-Rab2 wt beads, Bodipy-GTP binding, flow cytometry. GTP binding activity, % at 10 µM. 190,000 tested, 0.19% active;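 active = GTP binding activity at least 20 points away from 100%, either lowered or raised; inconclusive = signal likely due to the compound's own green fluorescence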;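 note: 0% = beads with excess unlabeled GTP and 100% = no-compound control corrected for plate trend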
# Mcl1-Bid inh: disrupts binding of human Mcl-1 to Bid peptide; Q07820; TR-FRET Mcl-1/Bid-Dy647 peptide binding, 1536-well; inhibition, % at 21.7 µM; 220,000 tested, 0.97% active;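 active = compounds that cut the binding signal by more than half at the single screening dose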;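 note: His-tagged Mcl-1 with europium anti-His antibody binding Bid BH3 peptide; 0% = Mcl-1 plus peptide wells and 100% = peptide-only wells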
# RGS8-Gao: modulates binding of RGS8 to human Galphao; P09471; multiplexed bead flow cytometry; actives lie on both sides; response (percent of control binding), % at 10 µM; AID 1423; 220,000 tested, 0.34% active; in the data active = response below about 60% or above about 140%; inactive = in between;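 note: Galphao activated as the GDP aluminium fluoride complex binding bead-coupled RGS8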
# Target sequence (P09471 whole entry, looked up): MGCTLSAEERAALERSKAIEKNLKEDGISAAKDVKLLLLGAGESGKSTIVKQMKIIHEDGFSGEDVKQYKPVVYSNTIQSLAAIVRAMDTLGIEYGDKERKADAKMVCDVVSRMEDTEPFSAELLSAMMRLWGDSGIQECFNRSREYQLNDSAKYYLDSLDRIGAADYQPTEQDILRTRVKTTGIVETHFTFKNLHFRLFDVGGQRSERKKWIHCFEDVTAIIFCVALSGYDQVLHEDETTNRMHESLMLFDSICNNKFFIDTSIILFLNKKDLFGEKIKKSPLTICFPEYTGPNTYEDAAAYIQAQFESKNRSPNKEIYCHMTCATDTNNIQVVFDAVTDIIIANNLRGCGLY
# Numbers without * were called inactive; ? = inconclusive; . = no result given; & = joins results of further samples; ! = a repeat was not active. An unsorted share of the library. About 2.9% of those tested had a hit in this group.
SMILES | Rac1 mut GTP | Mcl1 Noxa PPI | HRas wt GTP bind | Cdc42 wt GTP | Rab7 wt GTP bind | Mcl-1 Bim block | Rac1 wt GTP bind | Pf gamet viab | Rab2 wt GTP | Mcl1-Bid inh | RGS8-Gao
Cc1ccnc2nc(C(=O)OCC(=O)NC(=O)NCc3ccco3)nn12 | 95 | 9 | 98 | 97 | 105 | 2 | 100 | . | 97 | -17 | 98
COc1cc2c(cc1NC(=O)C(C)N1CCN(S(=O)(=O)c3ccc(C)c(C)c3)CC1)oc1ccccc12 (stereo not given) | 101 | -26 | 102 | 104 | 105 | 3 | 103 | -6 | 102 | -8 | 97
O=C(NC1=NCCS1)c1cccc(OC(F)F)c1 | 95 | 8 | 94 | 95 | 92 | 0 | 93 | -4 | 93 | -3 | 99
Cc1cccc(NC(=O)c2oc(=O)c3ccccc3c2-c2ccccc2)c1C | 99 | 3 | 98 | 100 | 98 | -2 | 106 | -31 | 97 | -19 | 95
CC(=O)c1cccc(Nc2nc(=O)c3cccnc3s2)c1 | 100 | -2 | 101 | 100 | 100 | 1 | 103 | . | 101 | 10 | 99
C=CCN=c1scc(-c2ccccc2)n1/N=C/c1ccccn1 | 99 | 21 | 100 | 99 | 101 | -6 | 104 | . | 97 | -9 | 102
COc1ccccc1C(=O)Nc1ccc(CN2CCCCC2)cc1 | 96 | 1 | 98 | 98 | 100 | 0 | 100 | . | 99 | -17 | 102
O=C(Nc1ccccc1N1CCN(C(=O)c2ccc(Cl)cc2)CC1)c1ccc(Br)cc1 | 98 | -3 | 100 | 99 | 98 | -2 | 102 | -32 | 99 | -2 | 99
COC(=O)C1=C(O)C(C(=O)OC)C(c2ccc(C)cc2)C(C#N)(C#N)C1c1ccc(C)cc1 (stereo not given) | 99 | -8 | 104 | 100 | 100 | 0 | 105 | -9 | 100 | 1 | 103
O=C(Nc1ccc(S(=O)(=O)N2CCN(Cc3ccccc3)CC2)cc1)c1cnccn1 | 95 | 12 | 99 | 99 | 94 | -1 | 99 | 5 | 95 | -9 | 101
Cc1c(NC(=O)C(C)c2ccc(CC(C)C)cc2)c(=O)n(-c2ccccc2)n1C (stereo not given) | 99 | -11 | 100 | 105 | 100 | -3 | 106 | . | 100 | 1 | 99
O=C(NCCCN1CCCC1)c1ccc(CS(=O)(=O)c2ccc(Br)cc2)o1 | 93 | 17 | 97 | 97 | 100 | -6 | 96 | . | 97 | -8 | 109
O=C1OC(c2cccs2)=N/C1=C/c1ccc(-c2cccc(C(=O)O)c2)o1 | 90 | 96* | 92 | 91 | 103 | 4 | 94 | 1 | 94 | 79* | 94
CCC1(C)Cc2ccccc2C(Nc2c(C)n(C)n(-c3ccccc3)c2=O)=N1 (stereo not given) | 102 | 5 | 105 | 108 | 101 | -3 | 108 | . | 103 | -40 | 101
Cc1ccc(S(=O)(=O)NNC(=O)NC23CC4CC(CC(C4)C2)C3)cc1 | 92 | 17 | 97 | 95 | 95 | -5 | 98 | 5 | 101 | -5 | 89
COCCCN(C(=O)c1cc2c(s1)CCC2)c1c(N)n(Cc2ccccc2)c(=O)[nH]c1=O | 97 | 53* | 94 | 94 | 94 | 0 | 100 | 17 | 96 | -18 | 99
CS(=O)(=O)N(CC(=O)N1CCCC1)Cc1ccc(Cl)cc1 | 102 | 7 | 102 | 98 | 99 | -2 | 99 | -17 | 100 | -2 | 100
CCOC(=O)c1cc(-c2ccccc2)sc1NC(=O)C(C)OC(=O)c1cccc(S(=O)(=O)N(C)C)c1 (stereo not given) | 101 | -11 | 103 | 101 | 99 | -8 | 105 | 9 | 99 | -12 | 105
CCC(=O)N1CCc2cc(S(=O)(=O)CCC(=O)Nc3nc(C)cs3)ccc21 | 97 | 11 | 101 | 98 | 103 | -7 | 106 | . | 99 | -2 | 103
CS(=O)(=O)c1ccc(Cl)c(S(=O)(=O)NCc2ccccc2)c1 | 99 | 7 | 100 | 103 | 99 | -4 | 104 | . | 101 | -9 | 98
C=CCOc1cccc(CNc2ccc3[nH]c(=O)[nH]c3c2)c1 | 97 | -3 | 99 | 98 | 102 | 0 | 98 | 1 | 100 | -47 | 100
CCN(CC)C(=O)CSc1nc(C)cc(C)c1C#N | 94 | -10 | 99 | 97 | 105 | 0 | 98 | . | 102 | -9 | 101
Oc1ccc(/C=N/Nc2nc(N3CCCC3)nc(N3CCCC3)n2)cc1O | 95 | 45 | 99 | 95 | 106 | -3 | 99 | -26 | 99 | -63 | 93
Cc1cc(C(=O)Nc2c[nH]c(=O)[nH]c2=O)ccc1[N+](=O)[O-] | ? | -4 | ? | ? | ? | 4 | ? | -3 | ? | -31 | 104
CCn1nc(NC(=O)c2ccco2)c2cc3ccccc3nc21 | 100 | 20 | 104 | 103 | 104 | 0 | 99 | . | 103 | -11 | 100
O=C(O)CCN1CCOCC1 | 101 | 8 | 102 | 103 | 102 | -6 | 103 | . | 101 | -37 | 118
C=CCn1c(SCC(=O)NC(=O)NCCC)nnc1C1CCCCC1 | 96 | -24 | 98 | 99 | 98 | 9 | 97 | 9 | 97 | -3 | 100
CCOC(=O)c1c(NC(=O)C2C3C=CC(C3)C2C(=O)O)sc2c1CC(C)(C)OC2 (stereo not given) | 94 | 2 | 95 | 92 | 94 | -2 | 97 | . | 93 | -19 | 101
Cc1sc(NC(=O)c2ccco2)c(C(=O)c2ccc(Cl)cc2)c1C | 97 | 9 | 99 | 97 | 101 | -4 | 100 | 8 | 99 | -21 | 101
Fc1ccccc1OCCCN1CCOCC1 | 97 | 14 | 99 | 98 | 104 | 0 | 96 | . | 97 | 10 | 101
COCCSc1ccccc1C(=O)Nc1nnc(COC)s1 | 96 | 5 | 100 | 101 | 103 | -3 | 96 | 19 | 100 | -32 | 104
Cc1ccc(S(=O)(=O)N2CCCOC2CNC(=O)C(=O)NCc2ccncc2)cc1 (stereo not given) | 102 | 4 | 102 | 102 | 99 | -5 | 107 | 12 | 101 | 4 | 105
CCN1CC(CN(C)Cc2cn(-c3ccc(C)cc3)nc2-c2ccc(F)cc2)CC1=O (stereo not given) | 95 | 5 | 96 | 95 | 98 | 3 | 96 | -5 | 98 | -26 | 101
COc1cc(-c2nc(Cc3ccccc3Cl)no2)cc(OC)c1OC | 99 | -12 | 102 | 100 | 104 | -3 | 102 | 5 | 99 | -14 | 101
Cc1nc(S(=O)(=O)c2ccc(Br)cc2)nc2c1CCC2 | 95 | -6 | 96 | 94 | 97 | 2 | 100 | 1 | 95 | -27 | 96
COc1ccc(CSc2nnc3[nH]c(=O)cc(N)n23)cc1 | 91 | 28 | 91 | 90 | 95 | -3 | 91 | 0 | 92 | -21 | 99
O=C(N(Cc1ccccc1)c1ccccn1)C12CC3CC(CC(C3)C1)C2 | 101 | 12 | 100 | 103 | 102 | -6 | 107 | -14 | 101 | -18 | 100
C=CC(=O)NC(NC(=O)C=C)c1ccc(Br)cc1 | 99 | -14 | 100 | 102 | 102 | -5 | 99 | 19 | 102 | 4 | 102
O=C(Nc1ccc(F)cc1)C1CC(=O)n2c(nc3ccccc32)N1 (stereo not given) | 96 | 1 | 99 | 104 | 100 | -5 | 104 | . | 99 | -23 | 102
c1ccc(CCCNc2ncccn2)cc1 | 100 | -8 | 103 | 97 | 103 | -4 | 102 | 0 | 100 | -8 | 98
O=C(NCC1(N2CCOCC2)CCCCC1)c1cccc(S(=O)(=O)N2CCc3ccccc3C2)c1 | 96 | 15 | 96 | 100 | 99 | -2 | 101 | 4 | 99 | -4 | 102
CC(=O)c1c(C)[nH]c(C(=O)Nc2cc(C)ccc2C)c1C | 96 | 16 | 96 | 94 | 96 | 11 | 93 | . | 98 | -12 | 92
Cc1c(OCC(F)(F)F)ccnc1CS(=O)c1nc2ccccc2[nH]1 (stereo not given) | 101 | 70*! | 102 | 102 | 94 | -10&0 | 104 | . | 98 | 5&3 | 98&103
Cc1ccc(NC(=O)C(CC(C)C)NC(N)=O)cc1Cl (stereo not given) | 97 | 3 | 99 | 104 | 99 | 21 | 104 | 2 | 99 | 0 | 102
O=C(Nc1ccccc1N1CCOCC1)c1cc(-c2ccncc2)nc2ccccc12 | 98 | -2 | 98 | 96 | 99 | -1 | 97 | 7 | 99 | -4 | 99
CCOC(=O)c1sc(NC(=O)CSc2nccc(C)n2)nc1C | 93 | 3 | 99 | 97 | 106 | -1 | 94 | -3 | 97 | -18 | 102
COC(=O)c1ccc(OC(=O)c2ccc(OC)c(OC)c2)c(OC)c1 | 97 | 4 | 99 | 101 | 98 | -8 | 100 | . | 97 | -9 | 101
CNC(=O)c1ccsc1NC(=O)CCS(=O)(=O)c1ccccc1 | ? | 12 | ? | ? | ? | -2 | ? | 26 | ? | 0 | 105
O=C(COC(=O)/C=C/c1nc2ccccc2s1)Nc1cccc(Cl)c1Cl | 97 | 3 | 98 | 96 | 101 | 0 | 101 | . | 99 | -8 | 101
CCn1c(COc2ccccc2)nnc1SCC(=O)NC1CCCCC1 | 102 | 9 | 101 | 105 | 100 | 1 | 107 | . | 100 | -9 | 100

# (listing goes on)
SMILES | Rac1 mut GTP | Mcl1 Noxa PPI | HRas wt GTP bind | Cdc42 wt GTP | Rab7 wt GTP bind | Mcl-1 Bim block | Rac1 wt GTP bind | Pf gamet viab | Rab2 wt GTP | Mcl1-Bid inh | RGS8-Gao
Cc1ccc(C)c(S(=O)(=O)N/N=C2/CCCc3ccccc32)c1 | 96 | 13 | 98 | 99 | 98 | 1 | 98 | -7 | 99 | -9 | 101
CC(=O)NCCOC(=O)Nc1ccncc1 | 96 | 1 | 99 | 100 | 101 | 1 | 100 | . | 101 | -8 | 101
Cc1cccc(NC(=S)N2CCC(c3nc4ccccc4o3)CC2)c1C | 99 | -4 | 101 | 102 | 100 | -2 | 103 | -6 | 101 | 13 | 55*
COC(=O)Cn1cnc2c(C#N)c3n(c2c1=O)CCCCC3 | 92 | 3 | 96 | 94 | 96 | -1 | 92 | 8 | 97 | -5 | 99
Cc1ccccc1-c1cc2c(nn1)-c1ccccc1C2=O | 100 | 11 | 101 | 103 | 97 | 2 | 103 | . | 101 | -29 | 100
